# Screening results: PubChem, several laboratories
# PP1 inh: PP1-alpha phosphatase inhibitors, primary screen, counter-screen for PP5 inhibitor project, biochemical, fluorescence, OMFP substrate, single point | Serine/threonine-protein phosphatase PP1-alpha catalytic subunit (Homo sapiens), P62136 | purified PP1alpha | inhibition, % at 6.7 µM | 0.9% of 320,000 active;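 active means inhibition above the mean inhibition of all tested compounds plus 3 SD, computed separately for each screening campaign, cut at about 15% in these data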
# Target sequence (P62136 whole entry, looked up): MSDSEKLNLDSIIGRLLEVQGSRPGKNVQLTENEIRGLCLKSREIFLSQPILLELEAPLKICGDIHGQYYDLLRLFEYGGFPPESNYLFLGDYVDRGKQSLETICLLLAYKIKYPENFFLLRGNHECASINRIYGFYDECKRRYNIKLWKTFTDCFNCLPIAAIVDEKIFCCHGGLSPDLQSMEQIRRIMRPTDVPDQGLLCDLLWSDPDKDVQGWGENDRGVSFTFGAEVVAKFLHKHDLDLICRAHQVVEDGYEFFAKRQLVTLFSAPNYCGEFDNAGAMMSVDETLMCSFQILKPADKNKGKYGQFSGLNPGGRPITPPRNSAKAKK
# TPT1 inhibitor: Candida albicans TPT1 enzyme inhibitors, primary screen, biochemical, fluorescence polarization | tRNA 2'-phosphotransferase TPT1 (Candida albicans SC5314) | recombinant caTPT1, FP RNA substrate dephosphorylation | inhibition, % at 5 µM | 0.81% of 300,000 active | AID 1962, 2009;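 active means inhibition above the mean of all tested compounds plus 3 SD, set per screening campaign, cut at about 24% in these data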;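 further: plate controls were DMSO alone for no effect and ferristatin control at 100 nM for full effect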
# GASC-1 inh: inhibitors of GASC-1 histone demethylase, primary screen, biochemical, fluorescence, DELFIA europium; inhibition, % at 2.35 µM; 0.069% of 330,000 active; Lysine-specific demethylase 4C (Homo sapiens), Q9H3R0; GST-JMJD2C(1-420) H3K9me3 demethylation; AID 2099, 2009;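 active means more than half of a compound's replicate wells show inhibition beyond 50%, single wells judged on their own value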;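 further: signal counts dimethyl H3K9 product captured on neutravidin plate; 0% = median of DMSO wells and 100% = 0.3 times that DMSO median; strong numbers were not always called active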
# HCV core dimer: inhibitors of HCV core protein dimerization, primary screen, biochemical, TR-FRET, high-throughput | TR-FRET GST/Flag-core106 dimerization, 1536-well | inhibition, % at 5 µM | 0.33% of 300,000 active | AID 1899, 2009;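 active means inhibition above the mean of all tested compounds plus 3 SD, set per screening campaign, cut at about 45% in these data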
#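 Test system: GST/Flag-tagged HCV core106 proteins; Medium: KF-containing HEPES buffer, pH 7.45, DTT, CHAPS, BSA; Times: compound-protein-antibody incubation 4 h at 22.5 °C; Detection: TR-FRET 671 and 617 nm emission; Benchmarks: wells lacking GST-core106 and wells with excess unlabelled core106.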
# Efflux pump mplx: inhibitors of Candida efflux pumps in yeast, primary screen, S. cerevisiae, Nile Red, multiplex | inhibition, % at 10 µM | S. cerevisiae Candida pump triplex | 0.44% of 330,000 active;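 active means plate passing quality check with inhibition over a set limit, or well fluorescence over plate mean plus 4 SD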;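 further: Nile Red retained in pooled yeast measured as flow cytometry median fluorescence; 0% = buffer negative control and 100% = Enniatin B positive control; higher means more Nile Red kept so more efflux inhibition; some compounds called inactive have numbers as strong as hits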
# PREPL inh: PREPL enzyme inhibitors, primary screen, biochemical, fluorescence polarization; recombinant PREPL, fluorescence polarization activity-based probe; inhibition, % at 5.96 µM; 0.68% of 320,000 active; in the data active means inhibition above about 43%;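 further: 0% = enzyme with DMSO and 100% = wells lacking enzyme; many of its hits are not listed in these tables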
# LYPLA2 counter: LYPLA2 inhibitors, primary screen, counter-screen for PME1 inhibitor project, biochemical, fluorescence polarization, FP-Rh probe ABPP; 0.38% of 320,000 active; inhibition, % at 5.9 µM; recombinant LYPLA2; Acyl-protein thioesterase 2 (Homo sapiens), O95372;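 active means inhibition above the screen-wide mean plus 3 SD, limit set per campaign, cut at about 26% in these data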;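 further: 0% = LYPLA2 with DMSO and 100% = wells lacking LYPLA2 enzyme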
# Target sequence (O95372 whole entry, looked up): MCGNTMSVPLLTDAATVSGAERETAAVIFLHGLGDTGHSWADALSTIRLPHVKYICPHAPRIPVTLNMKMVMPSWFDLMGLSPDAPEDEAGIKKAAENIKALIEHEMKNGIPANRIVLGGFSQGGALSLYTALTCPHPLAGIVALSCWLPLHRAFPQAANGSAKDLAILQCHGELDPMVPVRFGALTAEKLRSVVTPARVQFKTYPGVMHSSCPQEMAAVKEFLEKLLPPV
# Fh CTSL1 inh: Fasciola hepatica cathepsin L1 inhibitors, primary screen, counter-screen for PFM18AAP inhibitor project, biochemical, QFRET, fluorogenic peptide substrate. recombinant F. hepatica cathepsin L1, Z-Leu-Arg-MCA fluorescence. inhibition, % at 5.96 µM. 0.49% of 300,000 active;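 active means inhibition above the mean of all tested compounds plus 3 SD, set per screening campaign, cut at about 17% in these data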;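 further: 0% = plate median of test compound wells and 100% = 1 µM Z-Phe-Ala-diazomethylketone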
# PP5 inh: PP5 phosphatase inhibitors, primary screen, biochemical, fluorescence; AID 1987, 2009; 0.18% of 320,000 active; inhibition, % at 6.7 µM; purified PP5c, OMFP substrate fluorescence; Serine/threonine-protein phosphatase 5 (Homo sapiens), P53041;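 active means inhibition above the campaign's mean inhibition across all tested compounds plus 3 SD, cut at about 9.5% in these data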;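 further: 0% = DMSO only and 100% = 100 µM cantharidin control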
# Target sequence (P53041 whole entry, looked up): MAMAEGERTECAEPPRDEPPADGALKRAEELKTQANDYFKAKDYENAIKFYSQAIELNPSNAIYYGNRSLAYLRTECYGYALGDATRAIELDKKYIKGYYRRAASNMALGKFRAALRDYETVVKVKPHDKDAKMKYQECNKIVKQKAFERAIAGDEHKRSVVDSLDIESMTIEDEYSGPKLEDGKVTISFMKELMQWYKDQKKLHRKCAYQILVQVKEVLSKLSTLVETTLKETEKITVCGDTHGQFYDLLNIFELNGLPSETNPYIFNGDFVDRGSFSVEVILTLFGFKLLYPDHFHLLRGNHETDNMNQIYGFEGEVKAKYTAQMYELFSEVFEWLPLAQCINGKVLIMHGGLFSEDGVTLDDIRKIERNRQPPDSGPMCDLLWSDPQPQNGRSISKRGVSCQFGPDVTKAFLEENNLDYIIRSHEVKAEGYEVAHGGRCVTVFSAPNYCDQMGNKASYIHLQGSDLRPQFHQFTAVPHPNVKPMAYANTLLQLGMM
# Numbers without * were called inactive; nt = not tested or not shown; & = joins results of further samples.
SMILES,PP1 inh,TPT1 inhibitor,GASC-1 inh,HCV core dimer,Efflux pump mplx,PREPL inh,LYPLA2 counter,Fh CTSL1 inh,PP5 inh
CCC(C)Nc1nnnc2c1sc1nc3c(cc12)COC(C)(C)C3 (stereo not given),-1,3,-5,0,0.1,12,5,-11,-0.2
CCc1cc(=O)oc2cc(C)cc(OC(C)C(=O)NCc3cccnc3)c12 (stereo not given),-1,1,-17,1,-0.2,-9,-3,-1,3.2
Cn1c(CNC(=O)C(C)(C)C)nc2ccccc21,-2,0,-8,-12,-0.1,5,0,-2,-1.5
CCOC(=O)N/N=C/c1cccnc1,-5,2,-8,-5,0.2,-10,-2,0,0.6
Cc1ccc(CNC(=O)c2cn(C)c3ccc(S(=O)(=O)N4CCOCC4)cc3c2=O)cc1,-3,2,1,10,-0.2,-35,-4,-2,0.9
COc1cc([N+](=O)[O-])ccc1NC(=O)COC(=O)c1n[nH]c2ccccc12,0,-2,15,7,1.6,-1,-12,-2,-0.9
O=C(Nc1ccccc1C(=O)O)c1ccc2ccccc2n1,1,-3,14,-4,-0.3,-5,0,-2,0.4
COc1ccc(C(=O)Nc2ccc(C(=O)N3CCOCC3)cc2)cc1OC,-4,1,28,2,-0.2,6,9,0,1.6
Cc1ccc(Cn2nc(C)c(NC(=O)CSc3n[nH]c(C)c3[N+](=O)[O-])c2C)cc1,-4,1,3,4,-0.2,8,-4,1,-4.1
COc1ccc(C(C(=O)NC2CCCC2)N(C(=O)c2ccoc2C)c2ccc(C)c(C)c2)cc1 (stereo not given),3,3,19,17,0.9,8,-8,3,2.4
Cc1c(OCC(F)(F)F)ccnc1CS(=O)c1nc2ccccc2[nH]1 (stereo not given),0,0,4&13,1,-0.2,-2,-1,1,-0.5
Cc1ccc(C[n+]2ccccc2)cc1,2,-2,7,2,-0.1,0,-5,0,1.9
CCCC(=O)Nc1ccc(NC(=O)c2ccccc2OC)cn1,1,-2,0,-11,0.0,2,5,1,0.9
COc1ccc(C)cc1NC(=O)Cn1cnnn1,-2,-3,-7,3,-0.1,6,-1,6,-1.8
CC(C)N1C(=O)C(=O)N(CC(=O)N(C)c2ccccc2)C1=O,-4,nt,6,nt,0.0,0,8,nt,2.8
COC(=O)C1=C(C)NC(c2c(O)ccc3ccccc23)C(C(=O)OC)=C1C (stereo not given),-2,2,10,-6,-2.7,0,2,-2,2.8
CC1C(=O)C(C)C(c2ccc(Br)cc2)NC1c1ccc(Br)cc1 (stereo not given),-1,0,59,-3,0.1,5,-3,-3,0.4
COC(=O)c1ccccc1NC(=O)Cn1nnc(-c2ccc3c(c2)OCO3)n1,-4,3,-18,-13,0.4,14,1,4,0.4
O=C(O)c1cc(-c2ccc3c(c2)OCO3)nc2ccc(Cl)cc12,4,-2,11,-14,0.0,10,-2,2,1.4
CCCn1c(N)c(Sc2ccccc2)c(=O)n(CCC)c1=O,-4,0,9,-2,0.0,4,-1,-2,-0.6
CCOC(=O)N1CCN(C(=O)CS(=O)(=O)Cc2nc(-c3cccc(OC)c3)oc2C)CC1,-4,-2,15,6,0.0,3,4,5,1.4
O=C(Nc1cc(S(=O)(=O)Nc2ccc(Cl)cc2)ccc1N1CCCCC1)c1ccc(F)cc1,6,-1,2,25,-0.1,-14,-50,5,1.9
CC1=C(C(=O)Nc2cccnc2)C(c2ccc3c(c2)OCO3)C2=C(CCCC2=O)N1 (stereo not given),-1,2,-4,-1,0.1,0,2,2,-1.8
O=C(Nc1ccc(C(=O)N2CCCC2)cc1)c1ccc2c(c1)OCO2,-3,1,0,-3,0.4,14,4,3,2.5
CN1C(=O)CC(N2CCN(c3ccccn3)CC2)C1=O (stereo not given),2,-1,0,-5,0.1,7,-12,0,2.6

# Further results:
SMILES,PP1 inh,TPT1 inhibitor,GASC-1 inh,HCV core dimer,Efflux pump mplx,PREPL inh,LYPLA2 counter,Fh CTSL1 inh,PP5 inh
Cc1nn(-c2ccccc2)c(C)c1NC(=O)c1ccc(S(=O)(=O)N2CCCC2)cc1,1,3,2,-6,0.0,8,5,2,-0.6
CC(CCc1ccccc1)NC(=O)COC(=O)c1ccc(NC(=O)CC#N)cc1 (stereo not given),0,1,-3,8,0.0,-17,-3,1,-0.5
c1ccc2c(c1)C(=Nn1cnnc1)c1ccccc1-2,-3,0,4,2,0.2,11,-8,-1,-0.8
O=C(CCCO)NC1Cc2ccccc2C1,-4,-2,0,-1,0.1,2,-2,2,-2.2
Cc1sc(CO)c(Sc2ccccc2)c1C(=O)O,-1,-2,6,-1,-0.1,12,-4,-1,1.2
NC(=O)c1cccc2cc3ccccc3cc12,-8,3,-15,-18,0.3,12,-7,5,-4.6
CCN(CC)S(=O)(=O)c1ccc2nc(SC)sc2c1,-1,0,9,-5,0.0,19,-2,-5,0.1
CCn1cc(C(=O)OCC(=O)Nc2cccc(C)c2)c(=O)c2ccc(C)nc21,2,0,-2,0,0.0,-2,1,0,2.0
C=CCn1c(-c2ccc(Cl)cc2)cnc1SC(C)C(=O)NC(N)=O (stereo not given),0,-3,-5,0,0.1,-22,0,-3,2.1
Cc1c(C(=O)CN2CCCC(C)(C)C2)c2ccccc2n1C,-2,0,1,4,0.0,-1,2,-2,-3.0
Cc1ccc(NC(=O)c2ccccc2F)cc1S(=O)(=O)N1CCCCCC1,-3,5,-11,-2,0.0,13,-5,-8,11*
CCOC(=O)C1=C(N)Oc2c(oc(CO)cc2=O)C1c1ccc(Cl)cc1 (stereo not given),1,-3,nt,-1,-0.2,-6,5,0,-0.4
CCCCCOC(=O)c1[nH]c2c(c1C)C(=O)CC(c1ccco1)C2 (stereo not given),-8,-4,-7,17,0.7,-6,-8,-4,-0.4
COc1ccc(S(=O)(=O)NCc2ccco2)c2ccccc12,2,1,-3,-2,0.1,16,-6,-5,2.9
CSc1nnc(N(CCC#N)CCC#N)s1,3,-2,2,-1,-0.1,11,1,-4,0.3
Cc1ccccc1C(=O)Nc1cc(-c2cc(C(C)(C)C)oc2C)nn1C,-3,-3,11,-3,-0.1,10,7,-17,1.1
Cc1cccc(C)c1NC(=O)CN(C)C(=O)c1ccccc1Cc1ccccc1,-10,-1,-2,2,0.0,6,1,2,-2.9
CCc1ccc(N2CC(C(=O)OCC(=O)Nc3cc(C)on3)CC2=O)cc1 (stereo not given),-2,-1,10,3,0.2,-7,5,-26,0.7
Cn1c(CSCc2ccc(Cl)cc2)nnc1SCC(=O)Nc1nc2ccccc2s1,1,-6,-3,-1,0.0,-3,-2,-3,2.2
COc1cc2[nH]c3c(N4CCN(c5ccc(Cl)cc5)CC4)ncnc3c2cc1OC,2,-5,1,-12,-0.1,95*,-40,1,3.8
O=c1oc2c(-c3ccc([N+](=O)[O-])cc3)cc(O)cc2s1,2,-1,-6,-4,0.2,19,3,-6,0.9
CCC(=O)Nc1nc(-c2ccc3c(c2)CC(C)N3S(C)(=O)=O)cs1 (stereo not given),1,-3,-6,1,-0.2,5,1,-1,-0.1
COc1cc(C)nc(NS(=O)(=O)c2ccc(C)cc2)n1,-3,5,4,-1,0.0,8,-2,3,-0.2
O=C(/C=C/Nc1ccc(F)cc1F)c1cccs1,2,2,-10,1,-0.2,2,-2,0,1.5
O=C(CN1CCCCCC1)Nc1cccc2c1OCO2,-3,-3,0,3,0.0,-6,-3,2,1.1

# A different layout for some results above.
smiles	PP1 inh	TPT1 inhibitor	GASC-1 inh	HCV core dimer	Efflux pump mplx	PREPL inh	LYPLA2 counter	Fh CTSL1 inh	PP5 inh
CSc1nnc(N(CCC#N)CCC#N)s1	3	-2	2	-1	-0.1	11	1	-4	0.3
Cc1ccccc1C(=O)Nc1cc(-c2cc(C(C)(C)C)oc2C)nn1C	-3	-3	11	-3	-0.1	10	7	-17	1.1
Cc1cccc(C)c1NC(=O)CN(C)C(=O)c1ccccc1Cc1ccccc1	-10	-1	-2	2	0.0	6	1	2	-2.9

# The listing continues:
SMILES,PP1 inh,TPT1 inhibitor,GASC-1 inh,HCV core dimer,Efflux pump mplx,PREPL inh,LYPLA2 counter,Fh CTSL1 inh,PP5 inh
O=[N+]([O-])c1cc(Cc2ccccc2)cc(C=Nc2ccc(N3CCOCC3)cc2)c1O,9,3,-3,-7,0.1,25,5,6,0.8
Fc1cc(F)cc(-c2oncc2-c2nnnn2-c2ccccc2)c1,-3,-1,7,3,0.4,13,-2,7,1.3
COC(=O)N/N=C/c1ccc(OC(=O)/C=C/c2ccco2)cc1,-1,6,7,25,0.2,-4,-2,-6,0.6
Cc1cc(NS(=O)(=O)c2ccc(NC(=O)CSc3nnc(-c4ccco4)n3N)cc2)nc(C)n1,-2,-3,-6,-3,-0.1,-2,-1,0,1.9
CCN(CC(=O)Nc1cc(Cl)ccc1C)C(=O)COc1ccccc1F,0,-1,0,-3,0.1,3,2,1,0.3
COc1ccc(N2CCN(S(=O)(=O)c3ccc(OC)c(C(=O)N4CCOCC4)c3)CC2)cc1,-4,-4,6,-9,-0.3,16,1,5,-0.6
O=C(O)CC(NC(=O)C(c1ccccc1)c1ccccc1)c1ccco1 (stereo not given),-3,1,0,-1,0.0,-7,5,-1,0.9
O=C(CSc1n[nH]c(-c2cccnc2)n1)Nc1ccccc1C(F)(F)F,0,2,-1,9,-0.2,3,0,2,2.4
Cc1ccc(C(=O)N/N=C/c2ccc3c(c2)OCO3)o1,-4,-1,5,10,-0.1,3,-1,4,0.2
CCc1ccc(CNC(=O)CC2C(=O)NCCN2Cc2ccccc2F)nc1 (stereo not given),1,-3,0,10,0.0,17,8,1,1.1
C=CCn1c(-c2ccc(S(=O)(=O)N3CCOCC3)cc2)csc1=Nc1ccccc1,-3,-4,-2,4,0.0,27,6,1,3.2
CCCCC(=O)Nc1ccc(NC(=O)C(C)C)cn1,-1,1,-16,-5,0.0,1,3,-2,1.4
CCOC(=O)c1[nH]c(C)c(CN(CCc2ccccc2)C(=O)CCC(=O)O)c1C,-4,-1,5,2,0.1,-1,1,4,-0.7
O=C(O)C1CCCN1S(=O)(=O)c1cc(Cl)ccc1Cl (stereo not given),-4,0,1,2,-0.1,11,3,2,0.5
CN1CCN(C(=O)C2CCN(S(=O)(=O)c3ccc4c(c3)oc(=O)n4C)CC2)CC1,1,-4,3,-20,-0.1,12,12,-2,3.2
O=C(Nc1c2c(nc3ccccc13)CCCC2)c1ccccc1Br,1,2,-6,1,0.1,6,1,-3,4.5
CC(C)(C)OC(=O)NCCC(=O)N/N=C/c1ccc2ncccc2c1,-4,-2,-3,4,0.0,1,-3,-7,-0.9
Cc1csc(NC(=O)CSc2nnc(-c3ccco3)n2C)n1,-7,4,4,-12,0.1,17,-5,2,0.9
COc1ccc(CCNC(=O)C(=O)NCC2OCCN2C(=O)c2ccc(Cl)cc2)cc1OC (stereo not given),-2,-1,8,8,0.1,1,6,3,2.1
CCOC(=O)C1(Cc2ccc(OC)cc2)CCN(C(=O)CN2CCOC2=O)CC1,-2,-1,2,-2,0.3,2,-2,4,-1.2

# A portion of the library. The share of hits here may be higher or lower than overall.
